GCN5L2 inh – inhibitors of human GCN5L2 histone acetyltransferase | GCN5L2 HAT assay, ThioGlo1 CoA-SH fluorescence | AID 504327 | 390,000 compounds, 0.21% hits | Q92830 | Potency, µM (titrated, usually from 58.9 µM), inactives show top-dose activity change, negative = inhibition, most hits filed as inhibitors
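qHTS, 1536-well. 20nM enzyme, pH 7.5 HEPES/EDTA/Tween-20 buffer; 15 min compound preinc., RT. Start: 75uM H3(1-25), 70uM AcCoA, 50uM ThioGlo1. Read Ex340/Em540 at t=0 (autofluorescence flag) and t=20 min.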
TDP1 cell noCPT – qHTS for Inhibitors of human tyrosyl-DNA phosphodiesterase 1 (TDP1): qHTS in cells in absence of CPT | DT40 Tdp1-/- hTDP1 cells, no CPT, ATP luminescence, 48 h | Potency, µM (top dose mostly 46.2 µM), for inactives: at the highest dose activity change, negative = growth inhibition, usual class: inhibitors | 420,000 compounds, 15% hits | AID 686978, 2013; note: nearly all actives have a fitted effect of over 55% in size
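Luminescent ATP content (CellTiter-Glo) served as the growth readout. Knockout chicken DT40 cells expressing human TDP1 were exposed to compounds without camptothecin for a minimum 48 hr at 37 °C.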
TDP1 block – TDP1 (human) enzyme inhibition; 350,000 compounds, 0.28% hits; recombinant TDP1, AlphaScreen DNA substrate cleavage; Q9NUW8; Potency, µM (highest dose often 130 µM), for inactives: at the top dose activity change, negative = inhibition, usual class: inhibitors; AID 485290; note: nearly all actives have a fitted effect of over 40% in size
Target sequence (Q9NUW8 whole entry, looked up): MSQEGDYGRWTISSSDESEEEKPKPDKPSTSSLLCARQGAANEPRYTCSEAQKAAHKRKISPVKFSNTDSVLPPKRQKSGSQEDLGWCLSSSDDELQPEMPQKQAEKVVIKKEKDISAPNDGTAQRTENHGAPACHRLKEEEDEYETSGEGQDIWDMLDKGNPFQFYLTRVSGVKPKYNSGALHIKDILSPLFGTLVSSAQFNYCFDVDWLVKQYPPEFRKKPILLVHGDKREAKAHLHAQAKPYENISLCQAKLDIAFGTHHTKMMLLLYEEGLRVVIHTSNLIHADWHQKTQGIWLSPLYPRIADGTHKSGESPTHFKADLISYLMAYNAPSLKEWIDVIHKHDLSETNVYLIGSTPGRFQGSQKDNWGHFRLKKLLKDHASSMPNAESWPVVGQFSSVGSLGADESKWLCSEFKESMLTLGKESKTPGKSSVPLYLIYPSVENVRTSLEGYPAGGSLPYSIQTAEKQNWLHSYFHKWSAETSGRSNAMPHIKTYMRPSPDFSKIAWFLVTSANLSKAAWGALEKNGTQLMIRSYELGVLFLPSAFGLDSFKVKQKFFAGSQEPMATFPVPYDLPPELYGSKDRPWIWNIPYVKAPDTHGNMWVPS
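Here, a 5' biotin and 3' phosphotyrosine-FITC DNA oligonucleotide reports Tdp1 activity: intact substrate bridges AlphaScreen beads, while cleavage leaves a 3' phosphate and drops signal. All incubations at room temperature.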
* hit, by the source's call; ? = inconclusive; . = not tested or not shown; & = joins results of further samples; [ ] = another dose, or the depositor's remark. Calls come from the whole dose curve; as a rule, active = well fitted curve in the direction sought with a large enough effect; inconclusive = small, poorly fitted or top-dose-only effect, or another doubt; inactive = no such curve, though single readings can be large; an effect the other way counts as inactive or inconclusive. % is set by controls: 0 for no effect and ±100 for the full control effect; potency is the fitted concentration of half-maximal effect. These rows are one share of the data; count on the stated rates, not on these rows.

SMILES | GCN5L2 inh | TDP1 cell noCPT | TDP1 block
Cc1ccc(S(=O)(=O)NCc2ccc(/C=C(/C#N)C(=O)NCc3ccccc3)o2)cc1 | -9% | -5% | 2%
CC(C)(C)NC(=O)/C(=C/c1cccnc1)NC(=O)c1ccco1 | 1% | 2% | -3%
CCOc1ccc(C(=O)NNC(=O)CCNC(=O)c2ccco2)cc1OC | -6% | -2% | -11%
CCOC(=O)N1CCN(Cc2cn[nH]c2-c2cc3ccccc3o2)CC1 | 3% | -8% | 0%
COc1ccc2c(c1)CCc1c(C(=O)NCCN3CCOCC3)noc1-2 | -1% | -14% | 8%
O=C(NCCc1ccccc1)C1CCN(S(=O)(=O)c2cccc3nsnc23)CC1 | -16% | -2% | 1%
CC(C)(C)c1cccc(S(=O)(=O)N2CCN(c3nc(-c4cccs4)nc4ccccc34)CC2)c1 | . | ? | 0%
CCOCCn1ccc2c(OCC(=O)Nc3cc(C)cc(C)c3)cccc2c1=O | -18% | ? | 3%
O=C(O)c1ccc(/C=N/N2CCN(Cc3cccc4ccccc34)CC2)cc1 | -2% | 1% | 0%
CCCCCn1c(=O)[nH]c2cc(C(=O)Nc3ccc(F)cc3)ccc2c1=O | 4% | ? | 3%
CCOC(=O)CNC(=O)CSc1nnc(NC(=O)c2ccc(S(=O)(=O)N3CCOCC3)cc2)s1 | -2% | 4% | 5%
COc1ccc(OC)c(CCNC(=O)C2CCN(c3ncnc4c3nc3n4CCCCC3)CC2)c1 | 1%&-10% | ? | 4%&-4%
COc1ccccc1C(=O)NCCC(=O)NCC(c1ccc(F)cc1)N1CCOCC1 (stereo unspecified) | -1% | -5% | -12%
Cc1ccc(C(C)NC(=O)c2ccncc2)c(C)c1 (stereo unspecified) | -19% | ? | 3%
CCn1c(=O)n(CC)c2cc(NC(=O)c3ccccc3Cl)ccc21 | -21% | -18% | 2%
Cc1cccc(Cn2c(COc3ccccc3)nc3ccccc32)c1 | -10% | . | -1%
Cc1ccc2[nH]c(C(=O)N3CCCC(Nc4ccc(F)cc4)C3)cc2c1 (stereo unspecified) | -19% | ? | 11%
O=C(COC(=O)CCc1ccccc1)Nc1cc(S(=O)(=O)N2CCOCC2)ccc1N1CCCC1 | -4% | 8% | -3%
COc1ccc(-c2nc(CN3CCN(C(=O)c4ccco4)CC3)c(C)o2)c(F)c1 | 2% | ? | 5%
CCc1ccc(/C=N/NC(=O)c2c[nH]c3ccccc23)s1 | -5% | -20% | 8%
COCCOC(=O)C1=C(C)NC(=O)NC1c1ccc(Cl)cc1 (stereo unspecified) | 1% | -8% | 2%
COc1ccc(Br)cc1S(=O)(=O)N1CCN=C1c1ccccc1 | 0% | ? | 4%
O=c1[nH]cc(N2CCCCCC2)c(=O)[nH]1 | 0% | -15% | .
COc1ccc(NC(=O)NC2CCCc3ccccc32)c(OC)c1 (stereo unspecified) | 4% | -26% | 6%[56.1 µM]
COc1ccccc1Nc1ncnc2nc[nH]c12 | 0% | -11% | 4%
COc1ccc(-c2cc(C(F)(F)F)nc(NCCc3ccccc3)n2)cc1OC | -5% | -25% | 0%
COc1ccc(C=Nc2cccc3c(=O)[nH][nH]c(=O)c23)c2ccccc12 | -13%[0.501 µM] | -12% | -1%
O=C(NCc1ccncc1)C(=O)NCC(c1ccco1)N1CCN(c2ccc(F)cc2)CC1 (stereo unspecified) | 0% | ? | 1%
COCCCn1c(C)nnc1-c1cnn(-c2ccccc2)c1N | -2% | 10% | 6%
O=C(CNS(=O)(=O)c1ccccc1)Nc1ccccc1Br | 0% | -7% | 3%
CCCc1nnc(NC(=O)CSc2nnc(-c3ccco3)n2C)s1 | -3% | 3% | 2%
CCOc1ccc2nc(SCC(=O)N3CCN(C(=O)c4ccco4)CC3)sc2c1 | 3% | 12µM* | 5%
Cc1ccc(C)c(S(=O)(=O)N2CCCOC2CNC(=O)C(=O)NCc2ccncc2)c1 (stereo unspecified) | -1% | 14% | 6%
O=c1oc2cc(O)ccc2cc1S(=O)(=O)c1ccccc1 | ? | -3% | .
Cc1ccc(O/C=C2\OC(=O)c3ccccc32)cc1 | -1% | 5% | -5%
CCc1cccc(C)c1NC(=O)C1CC=CCC1C(=O)O (stereo unspecified) | -5% | 21µM* | ?
Cc1nn(CC(=O)Nc2nc3ccccc3s2)c(C)c1[N+](=O)[O-] | -1% | -13% | 0%
Cc1ccc(NC2=NC(c3ccc(F)cc3)n3c(nc(C)cc3=O)N2)cc1 (stereo unspecified) | -1% | -9% | .
CCCOc1ccc(C2NC(=S)NC(c3ccccc3)=C2C(=O)Nc2ccc(C)cc2)cc1OC (stereo unspecified) | ? | ? | -3%
CN(Cc1ccccc1)c1nc(N)c([N+](=O)[O-])c(NCc2ccccc2)n1 | 0% | ? | 3%
CCSc1cc(N2CCCC2)nc(-c2ccc(C)cc2)n1 | 1% | -6% | 5%
COC(=O)NNC(=O)C1CCC(C(=O)NNC(=O)OC)CC1 (stereo unspecified) | -5% | -10% | 5%
CC(=O)N[C@@H](Cc1c[nH]c2ccccc12)C(=O)OCC(=O)NCc1ccc2c(c1)OCO2 | -10% | 9% | 4%
CCOC(=O)c1c(C)[nH]c(C)c1C(=O)CSc1nc2ccccc2c(=O)n1-c1ccc(F)cc1 | -16% | ? | 5%
COc1cc(NC(=O)CN2CCN(c3ccccc3F)CC2)cc(OC)c1 | 0% | -23% | 4%
O=C(CN1C(=O)NC2(CCCCCC2)C1=O)NCc1ccco1 | ? | 12% | 4%
O=C(CN1C(=O)NC2(CCCC2)C1=O)Nc1ccc(F)c([N+](=O)[O-])c1 | -4% | ? | 10%
COc1ccc(N2CCN(CC(O)COc3cc(C)cc(C)c3)CC2)cc1 (stereo unspecified) | 2% | ? | .
COc1ccc(CCNC(=O)c2c(O)nc3ccccn3c2=O)cc1 | -2% | ? | -5%
Cc1cc(F)ccc1NC(=O)c1cc(S(=O)(=O)N2CCOCC2)cn1C | -16% | -8% | .
CC12CCC(=O)N1C(C(=O)OCC(=O)Nc1cc(S(=O)(=O)N3CCCCC3)ccc1Cl)CS2 (stereo unspecified) | -9% | -9% | -11%
COc1ccc(C(=O)Nc2ccc3c(c2)n(C)c(=O)n3C)cc1OC | -18% | 1% | 2%
Cc1ccccc1NC(=S)NCCc1ccc(S(N)(=O)=O)cc1 | 3% | -22% | -3%
Fc1ccc(NC(=S)NC2CCN(Cc3ccccc3)CC2)cc1 | 1% | ? | -1%
Cc1nc(N)sc1-c1csc(NCc2ccccc2)n1 | 2% | -25% | 3%
O=C(Nc1ccc2oc(-c3ccccc3Cl)nc2c1)c1cncc(Br)c1 | -6% | 12µM* | 3%
CC(Oc1ccc(Cl)cc1Cl)C(=O)N(Cc1ccco1)C1CCS(=O)(=O)C1 (stereo unspecified) | 2% | ? | 7%
CCc1ccc(NC(=O)C(=O)c2cn(CC(=O)N3CCCCC3)c3ccccc23)cc1 | 0% | ? | 0%
C#CCOCCOCCOCCNc1nc(N2CCN(C(=O)Cn3cc(CCCCN)nn3)CC2)nc(N2CCN(C(=O)Cn3cc(CC(C)O)nn3)CC2)n1 (stereo unspecified) | -2% | 5% | 3%
O=C(CCc1nnc2n(CCc3ccccc3)c(=O)c3ccccc3n12)NCCCN1CCCCC1 | -11% | ? | 2%

Arranged by molar mass (highest first): some entries from above.
SMILES | GCN5L2 inh | TDP1 cell noCPT | TDP1 block
CC12CCC(=O)N1C(C(=O)OCC(=O)Nc1cc(S(=O)(=O)N3CCCCC3)ccc1Cl)CS2 (stereo unspecified) | -9% | -9% | -11%
O=C(CCc1nnc2n(CCc3ccccc3)c(=O)c3ccccc3n12)NCCCN1CCCCC1 | -11% | ? | 2%
CCOC(=O)c1c(C)[nH]c(C)c1C(=O)CSc1nc2ccccc2c(=O)n1-c1ccc(F)cc1 | -16% | ? | 5%
CC(=O)N[C@@H](Cc1c[nH]c2ccccc12)C(=O)OCC(=O)NCc1ccc2c(c1)OCO2 | -10% | 9% | 4%
CC(Oc1ccc(Cl)cc1Cl)C(=O)N(Cc1ccco1)C1CCS(=O)(=O)C1 (stereo unspecified) | 2% | ? | 7%
O=C(Nc1ccc2oc(-c3ccccc3Cl)nc2c1)c1cncc(Br)c1 | -6% | 12µM* | 3%
CCc1ccc(NC(=O)C(=O)c2cn(CC(=O)N3CCCCC3)c3ccccc23)cc1 | 0% | ? | 0%
Cc1cc(F)ccc1NC(=O)c1cc(S(=O)(=O)N2CCOCC2)cn1C | -16% | -8% | .
O=C(CN1C(=O)NC2(CCCC2)C1=O)Nc1ccc(F)c([N+](=O)[O-])c1 | -4% | ? | 10%
Cc1ccccc1NC(=S)NCCc1ccc(S(N)(=O)=O)cc1 | 3% | -22% | -3%
Cc1nc(N)sc1-c1csc(NCc2ccccc2)n1 | 2% | -25% | 3%
CCSc1cc(N2CCCC2)nc(-c2ccc(C)cc2)n1 | 1% | -6% | 5%

The list goes on:
SMILES | GCN5L2 inh | TDP1 cell noCPT | TDP1 block
CC(C)Sc1ncc(Cl)c(C(=O)N(Cc2ccc(N(C)C)cc2)C2CCS(=O)(=O)C2)n1 (stereo unspecified) | -3% | ? | 2%
CC12CC3CC(C)(C1)CC(CN)(C3)C2 | -3% | -25% | 5%
CC(=O)N1N=C(c2ccccc2)CC1c1ccc(F)cc1 (stereo unspecified) | -5% | ? | .
CN(CCn1ccnc1)C(=O)CC1C(=O)NCCN1Cc1ccccc1C(F)(F)F (stereo unspecified) | -1% | 11% | 0%
COc1ccc(CCNS(=O)(=O)c2ccc(-n3cnnn3)cc2)cc1OC | -4% | -5% | 8%
CC(=O)c1cc2c(cc1NC(=O)c1cnc(C)cn1)OCO2 | -1% | -1% | 0%
Cc1cc(C)cc(N2CC(O)=C(c3nc4ccccc4c(=O)[nH]3)C2=N)c1 | -5% | 9.2µM* | 3%
CC1CCc2c(sc(/N=C/c3ccco3)c2C(N)=O)C1 (stereo unspecified) | -8% | 0% | -1%
CCCCOc1ccc(C(=O)NCC(=O)NCCOc2ccc(C)cc2)cc1 | -20% | -26% | 0%
Cc1cc(C)cc(N2C(=O)CC(Sc3ccccc3C(=O)O)C2=O)c1 (stereo unspecified) | -7% | 18µM* | 1%
Cc1cc(C(=O)NCCC(c2ccccc2)c2ccccc2)c(C)o1 | 1% | ? | 8%
CCCC(=O)N=C1SC2CS(=O)(=O)CC2N1c1ccc(C(C)=O)cc1 (stereo unspecified) | -2% | -3% | 5%
COc1ccc(NC(=O)Cn2cc(S(=O)(=O)c3ccccc3)c(=O)c3cc4c(cc32)OCO4)cc1 | 2% | 0% | -4%
COC(=O)N1CCC2(CCCN(c3ccncc3)C2)CC1 | -9% | -23% | .
Cc1ccc(/C=C/S(=O)(=O)N2CCC(C(=O)O)CC2)cc1 | -11% | -11% | 2%
O=C(NCC1CCCO1)C1CCCN1C(=O)Nc1ccccc1[N+](=O)[O-] (stereo unspecified) | -1% | -1% | .
COc1cc(C=NNC(=O)c2ccc(NS(=O)(=O)c3cccs3)cc2)cc(Br)c1O | -4% | -2% | 1%
CSc1cccc(N=C2C(=O)Nc3ccccc32)c1 | -2% | 1% | .
COc1ccc(NC(C)=O)cc1NC(C)C(=O)Nc1cccc(S(=O)(=O)N2CCOCC2)c1 (stereo unspecified) | -6% | -18% | 2%
CC(C)n1c(O)c(N=Nc2ccc(Cl)nn2)c2ccccc21 | -4% | ? | -3%
Cc1csc(NC(=O)C2CCCN(S(=O)(=O)c3ccc(Br)s3)C2)n1 (stereo unspecified) | -2%[0.501 µM] | 18µM* | 4%
Cc1cc([N+](=O)[O-])ccc1NC(=O)C(C)NC1CCCCC1 (stereo unspecified) | 2% | -22% | 5%
COc1ccc(-c2cc(-c3ccccc3)nc(SC(C)C(=O)O)c2C#N)cc1 (stereo unspecified) | -5% | 26µM* | 4%
COc1cccc(CNC(=O)c2nnn(CC(=O)Nc3ccc4c(c3)OCO4)c2N)c1 | -11% | -11% | 0%
Cc1nnc(N2CCC(C(=O)NC(C)C)CC2)c2nn(-c3ccccc3)c(C)c12 | -5% | -23% | 3%
Cc1cc(OCC(=O)Nc2ccccc2N2CCCCC2)ccc1C(C)C | -11% | ? | .
COc1ccc(C2Nc3ccccc3-n3c(-c4ccccc4)c4c(=O)n(C)c(=O)n(C)c4c32)cc1 (stereo unspecified) | -13% | ? | 9%
CC(C)OC(=O)c1ccc(NC(=O)c2cccc(-n3cnnn3)c2)cc1 | -13% | ? | -2%[56.1 µM]
Cn1c(=O)oc2cc(S(=O)(=O)NCCC(=O)NC3CCCC3)ccc21 | -6% | 0% | 2%
NNC(=O)[C@H](Cc1ccccc1)NC(=O)Nc1ccc2c(c1)OCCO2 | 2% | -13% | 2%
Cc1ccc(S(=O)(=O)N(C)C)cc1NC(=O)c1cccnc1Oc1ccccc1 | -3% | ? | 6%

Source: PubChem BioAssay
